VP16 counter: counter-screen for ROR gamma inhibitors: Gal4-VP16 reporter; Drosophila S2 Gal4-VP16 UAS-luciferase, luminescence, 20 h; Potency, µM (highest dose often 53.6 µM), for the others: at the top dose activity, negative = inhibition, actives largely listed as inhibitors; 310,000 tested, 3.5% active;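 note: Gal4-VP16 expression switched on by copper sulfate through the metallothionein promoter; potency is the fitted concentration of half-maximal effect; % is set by controls: 0 for no effect and ±100 for the full control effect; nearly all actives have a fitted effect of over 50% in size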
ELG1 DNA repair: ELG1-dependent DNA repair inhibition; AID 504467; 330,000 tested, 2.3% active; HEK293T ELG1-luciferase reporter, luminescence, 16 h; DNA damage induced by 5-fluorouridine; Potency, µM (highest dose often 46.1 µM), for inactives: at the top dose activity change, negative = inhibition, actives largely listed as inhibitors; note: potency is the fitted concentration of half-maximal effect; % is set by controls: 0 for no effect and ±100 for the full control effect; nearly all actives have a fitted effect of over 55% in size
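Luminescence from the luciferase reporter, measured 30 min after ONE-Glo reagent at room temperature, was the read-out. Beforehand, 2,000 cells per well were exposed for 16 hr at 37 °C to 5-fluorouridine together with compound or vehicle.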
RORgamma inh: inhibitors of mouse ROR gamma transcriptional activity; P51450; Drosophila S2 Gal4-RORgamma UAS-luciferase reporter, 20 h; Potency, µM (titrated, usually from 53.6 µM), without a hit: at the highest dose activity change, negative = inhibition, hits mostly inhibitors; 310,000 tested, 5.4% active; AID 2551; note: potency is the fitted concentration of half-maximal effect; % is set by controls: 0 for no effect and ±100 for the full control effect; nearly all actives have a fitted effect of over 60% in size
Target sequence (P51450 whole entry, looked up, the tested form may be a part): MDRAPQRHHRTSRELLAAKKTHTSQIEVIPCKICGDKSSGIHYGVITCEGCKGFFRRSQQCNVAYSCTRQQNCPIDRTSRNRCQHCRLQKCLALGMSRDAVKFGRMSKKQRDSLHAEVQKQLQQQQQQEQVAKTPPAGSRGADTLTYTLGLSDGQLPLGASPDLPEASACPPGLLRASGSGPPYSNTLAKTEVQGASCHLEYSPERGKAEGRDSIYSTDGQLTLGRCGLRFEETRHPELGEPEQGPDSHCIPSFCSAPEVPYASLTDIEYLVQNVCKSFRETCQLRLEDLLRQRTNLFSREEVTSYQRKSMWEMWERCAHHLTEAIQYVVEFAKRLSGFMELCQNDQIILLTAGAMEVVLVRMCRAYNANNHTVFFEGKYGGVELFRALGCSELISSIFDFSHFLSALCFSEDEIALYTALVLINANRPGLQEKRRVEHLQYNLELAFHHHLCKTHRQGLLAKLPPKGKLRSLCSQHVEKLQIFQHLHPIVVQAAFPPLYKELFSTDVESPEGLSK
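Using a luciferase readout, inhibitors were identified by reduced reporter activity in Drosophila cells coexpressing a copper-inducible Gal4–ROR gamma fusion and UAS-driven Photinus luciferase, incubated 20 hr after 700 uM copper sulfate.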
BRCA1 expr up: BRCA1 expression activation; Potency, µM (doses to about 46.1 µM), for inactives: at the top dose activation, usual class: activators; MCF7-BRCA1-FFLuc reporter, luminescence, 48 h; response scale: scaled: vehicle 0%, 10 µM genistein 100%; AID 624202; 380,000 tested, 1.1% active; note: potency is the fitted concentration of half-maximal effect; nearly all actives have a fitted effect of over 80% in size; some results filed as inactive show a strong effect at the top dose
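First, MCF7-BRCA1-FFLuc cells (2000/well) attach for 2 h; next, compounds are pin-added and incubated 48 h at 37 °C; finally, luciferase reagent is added and luminescence read after 15 min.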
ELG1 genotoxic: inducers of genotoxicity in HEK293T ELG1-luciferase cells | HEK293T ELG1-luciferase reporter, luminescence, 16 h | 330,000 tested, 1.3% active | Potency, µM (top dose mostly 46 µM), without a hit: top-dose activity change, positive = activation, actives largely listed as activators; note: potency is the fitted concentration of half-maximal effect; % of control where 0% means no effect; nearly all actives have a fitted effect of over 60% in size
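Genotoxicity was scored as increased ELG1-luciferase reporter signal, measured by ONE-Glo luminescence (30 min, room temperature). Compound or vehicle exposure of the HEK293T reporter cells lasted 16 hr at 37°C.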
Tb PFK inh: T. brucei PFK enzyme inhibition | AID 485367 | 330,000 tested, 0.17% active | T. brucei PFK, ADP-Glo luminescence | Potency, µM (top dose mostly 57.5 µM), for the others: at the top dose activity, negative = inhibition, most hits filed as inhibitors;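 note: potency is the fitted concentration of half-maximal effect; 0% = uninhibited 1x PFK enzyme wells and -100% = no-enzyme wells; nearly all actives have a fitted effect of over 60% in size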
Target sequence (O15648 whole entry, looked up): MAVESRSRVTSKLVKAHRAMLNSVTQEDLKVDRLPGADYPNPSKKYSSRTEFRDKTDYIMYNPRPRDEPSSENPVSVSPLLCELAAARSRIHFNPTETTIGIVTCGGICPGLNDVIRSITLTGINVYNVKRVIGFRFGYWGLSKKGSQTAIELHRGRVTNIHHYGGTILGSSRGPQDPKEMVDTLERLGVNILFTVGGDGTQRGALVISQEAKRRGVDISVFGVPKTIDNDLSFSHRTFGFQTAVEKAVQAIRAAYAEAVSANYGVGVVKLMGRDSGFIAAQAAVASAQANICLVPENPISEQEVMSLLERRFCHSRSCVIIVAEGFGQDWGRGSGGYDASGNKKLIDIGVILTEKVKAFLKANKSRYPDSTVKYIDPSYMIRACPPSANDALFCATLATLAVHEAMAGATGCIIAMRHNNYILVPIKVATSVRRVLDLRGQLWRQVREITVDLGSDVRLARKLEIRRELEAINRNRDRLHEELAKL
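ADP-Glo luminescence quantified ADP after 45 min at room temperature, with 1.25 nM T. brucei PFK, 0.1 mM ATP and 0.5 mM fructose-6-phosphate in pH 8.0 TEA buffer. qHTS titrations up to 57 µM; curves classified by quality.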
p53 reactivator: mutant p53 re-activation in reporter cells. Potency, µM (doses to about 92.2 µM), for the others: at the highest dose activity change, positive = activation, most hits filed as activators. H1299 p53-A138V BP100-luciferase reporter, luminescence, 24 h. 320,000 tested, 0.063% active; note: potency is the fitted concentration of half-maximal effect; % of control where 0% means no effect; nearly all actives have a fitted effect of over 45% in size
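H1299 (p53-null), stable ts p53-A138V + BP100-Luc; 1000 cells/well, Opti-MEM/10% FBS; cpd 4 pt, 1:5; 24 h, 37 deg C, 5% CO2; detection reagent 10 min RT; luminescence.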
TRPV1 ag: agonists of human vanilloid receptor 1 (TRPV1) | Q8NER1 | TRPV1-expressing cells, Fluo-8 calcium influx, agonist mode | activation, % at 8.33 µM | 320,000 tested, 0.19% active | AID 540275; in the data active = activation above about 80%; inconclusive = between about 30% and that limit; note: 0% is about no effect
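Cells expressing TRPV1 were dye-loaded with Fluo-8 and read kinetically: 10 s baseline, 3 min after compound (agonist portion), then 2 min after EC20 capsaicin (allosteric enhancer portion). Calcium-bound dye fluorescence at 480/520 nm.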
NPC1 prom act: activators of NPC1 promoter. Huh7 NPC1 promoter luciferase reporter, 24 h. Potency, µM (series often up to 9.22 µM), without a hit: at the highest dose activation, usual class: activators. 320,000 tested, 2.4% active. AID 485313;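 note: potency is the fitted concentration of half-maximal effect; % of control where 0% means no effect; nearly all actives have a fitted effect of over 60% in size; reporter is driven by a mutant NPC1 promoter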
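Readout is luciferase luminescence, reflecting NPC1 promoter activation in stably transfected Huh7 cells after 24 h compound exposure at 37 °C in reduced-serum medium with 10% FBS.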
Rab9 promoter act: Rab9 promoter activation; Huh7 Rab9 promoter-luciferase reporter, luminescence, 24 h; Potency, µM (series often up to 9.22 µM), inactives show at the top dose activation, negative = inhibition, hits mostly activators; 320,000 tested, 2.8% active; AID 485297; note: potency is the fitted concentration of half-maximal effect; % of control where 0% means no effect; nearly all actives have a fitted effect of over 60% in size
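Using Huh7 cells stably transfected with Rab9 promoter–luciferase, compounds were incubated 24 h at 37 °C, 5% CO2; luciferase luminescence was read 10 min after reagent addition.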
FLuc counter: counter-screen for miR-21 project: firefly luciferase inhibitors or activators. AID 588342. Potency, µM (top dose mostly 57.5 µM), inactives show at the highest dose activity change, negative = inhibition, actives largely listed as inhibitors. purified FLuc, Km substrates, luminescence inhibition. 360,000 tested, 6.9% active;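 note: potency is the fitted concentration of half-maximal effect; plate controls were vehicle for no effect and reference inhibitor for full effect; nearly all actives have a fitted effect of over 55% in size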
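Biochemical qHTS of compounds, final roughly 60 µM downward over six points, against 10 nM purified firefly luciferase using Km concentrations of substrates (10 uM D-luciferin, 10 uM ATP) in Tris acetate pH 7.5 buffer; luminescence output.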
Active calls of the source: *; ? = inconclusive; . = not tested or not shown. Unless noted, calls come from the whole dose curve; as a rule, active = well fitted curve in the direction sought with a large enough effect; inconclusive = small, poorly fitted or top-dose-only effect, or another doubt; inactive = no such curve, though single readings can be large; an effect the other way counts as inactive or inconclusive. Compounds as they come; overall some 15% were active at least once.

entry	SMILES	VP16 counter	ELG1 DNA repair	RORgamma inh	BRCA1 expr up	ELG1 genotoxic	Tb PFK inh	p53 reactivator	TRPV1 ag	NPC1 prom act	Rab9 promoter act	FLuc counter
1	C=CCn1c(SCCCc2ccccc2)nc2c1c(=O)[nH]c(=O)n2C	-14%	?	23%	-19%	-4%	?	-11%	10	-1%	2%	12%
2	O=C(COC(=O)c1cc2ccccc2cc1O)NCc1ccccc1	.	?	.	12%	1%	2%	9%	.	.	.	.
3	CC(=O)c1ccc2oc3ccccc3c(=O)c2c1	-5%	?	7%	7.9µM*	?	-1%	13%	3	?	?	?
4	Cc1cc(C)c(NC(=O)COC(=O)CCc2ccc(S(=O)(=O)N3CCCCC3)cc2)c(C)c1	-5%	20%	-24%	0%	1%	0%	8%	-1	0%	-2%	1%
5	O=C(Nc1ccccc1CC[N+](=O)[O-])N1CCN(c2ccccc2)CC1	?	9%	?	1%	-3%	1%	5%	-2	17%	3%	-3%
6	CC(C)(C)[C@H]1COC(=O)[C@@H](Cc2ccc(F)cc2)C/C=C\C[C@@H](CC(=O)N[C@@H](CO)Cc2ccccc2)C(=O)N1	.	?	.	-44%	-3%	4%	1%	.	.	.	.
7	O=C(NCCC1=CCCCC1)c1ccc([N+](=O)[O-])cc1	?	?	?	?	?	0%	?	89*	1.1µM*	0.63µM*	5.4µM*
8	COc1ccccc1CNC(=O)CN(C)S(=O)(=O)c1ccc(Br)s1	4%	-11%	0%	-1%	-8%	2%	-4%	13	-1%	-2%	-2%
9	CCOC(=O)C(Cc1ccc(O)cc1)NC(=O)CCc1c[nH]c2ccccc12 (centres undefined)	-12%	11%	8%	-31%	2%	-2%	8%	-1	-5%	4%	-14%
10	Cc1cc(-c2cc(-c3ccc(Cl)cc3)on2)nc(NCC2CC2)n1	0%	10%	0%	13%	2%	1%	2%	-1	1%	-9%	?

entry	SMILES	VP16 counter	ELG1 DNA repair	RORgamma inh	BRCA1 expr up	ELG1 genotoxic	Tb PFK inh	p53 reactivator	TRPV1 ag	NPC1 prom act	Rab9 promoter act	FLuc counter
11	O=C(Nc1ccccn1)c1ccc(CN(c2ccccc2)S(=O)(=O)c2ccccc2)cc1	1%	18µM*	-16%	-41%	-17%	0%	23%	14	1%	3%	4%
12	Clc1ccc(-c2ccc(/C=N/Nc3nncc(-c4ccccc4)n3)o2)cc1	0.79µM*	11%	0.79µM*	0%	-1%	-10%	-9%	-5	-1%	-4%	?
13	CCCN(CC(=O)Nc1ccccc1C)C(=O)/C=C/c1ccc(OCC)c(OC)c1	.	-8%	.	-23%	1%	-1%	10%	-1	-5%	-1%	0%
14	Cc1ccc2oc(=O)c3cnn(CC(=O)N(CCN(C)C)Cc4ccco4)c3c2c1	-6%	5%	-17%	-36%	-1%	-3%	1%	1	-4%	3%	0%
15	CCn1nnc(NC(=O)COc2cc(C)ccc2C(C)C)n1	-11%	0%	30%	2%	-4%	-3%	6%	?	-2%	2%	-2%
16	Cc1c(N/C=C/C(=O)c2ccc(Cl)cc2)c(=O)n(-c2ccccc2)n1C	10%	19%	40%	31%	9%	6%	2%	-1	-2%	13%	?
17	COc1cc(CSc2ncn[nH]2)c(OC)cc1CSc1ncn[nH]1	-2%	-18%	0%	-4%	0%	1%	5%	0	-3%	3%	1%
18	Cc1cc(=O)oc2cc(OCc3ccc(C(=O)OCC(=O)NC4CCS(=O)(=O)C4)cc3)ccc12 (centres undefined)	-9%	8%	17%	52%	0%	0%	2%	2	26%	27%	-14%
19	CNS(=O)(=O)c1cccc(C(=O)OCc2cc(=O)oc3c(C)c(O)ccc23)c1	-1%	23µM*	?	-30%	-21%	-9%	7%	4	-7%	1%	-8%
20	O=C(NCC1CCCO1)c1onc(CSc2ccc(F)cc2)c1C(=O)O (centres undefined)	-5%	1%	-4%	9%	0%	-2%	3%	1	3%	2%	-13%

Structures above with a nitro group on carbon:
entry	SMILES	VP16 counter	ELG1 DNA repair	RORgamma inh	BRCA1 expr up	ELG1 genotoxic	Tb PFK inh	p53 reactivator	TRPV1 ag	NPC1 prom act	Rab9 promoter act	FLuc counter
5	O=C(Nc1ccccc1CC[N+](=O)[O-])N1CCN(c2ccccc2)CC1	?	9%	?	1%	-3%	1%	5%	-2	17%	3%	-3%
7	O=C(NCCC1=CCCCC1)c1ccc([N+](=O)[O-])cc1	?	?	?	?	?	0%	?	89*	1.1µM*	0.63µM*	5.4µM*

Four compounds from above, reduced to ELG1 DNA repair and BRCA1 expr up:
entry	canonical_smiles	ELG1 DNA repair	BRCA1 expr up
11	O=C(Nc1ccccn1)c1ccc(CN(c2ccccc2)S(=O)(=O)c2ccccc2)cc1	18µM*	-41%
15	CCn1nnc(NC(=O)COc2cc(C)ccc2C(C)C)n1	0%	2%
20	O=C(NCC1CCCO1)c1onc(CSc2ccc(F)cc2)c1C(=O)O (centres undefined)	1%	9%
18	Cc1cc(=O)oc2cc(OCc3ccc(C(=O)OCC(=O)NC4CCS(=O)(=O)C4)cc3)ccc12 (centres undefined)	8%	52%

(list continues)
entry	SMILES	VP16 counter	ELG1 DNA repair	RORgamma inh	BRCA1 expr up	ELG1 genotoxic	Tb PFK inh	p53 reactivator	TRPV1 ag	NPC1 prom act	Rab9 promoter act	FLuc counter
21	Cc1cc(=O)oc2cc(OCC(=O)NC(Cc3c[nH]c4ccc(O)cc34)C(=O)O)c(Cl)cc12 (centres undefined)	-5%	14%	10%	-16%	0%	-2%	11%	-1	-2%	0%	2%
22	CCCCN1C(=O)Nc2ccccc2S1(=O)=O	-22%	-15%	4%	-14%	1%	-1%	-8%	25	-3%	-3%	1%
23	Cc1c(C(=O)c2ccccc2)c2ccccn2c1CCc1ccccn1	11%	?	-3%	-22%	-11%	-4%	-5%	?	4%	-8%	-14%
24	O=C(NC1CCOCC1)C1CCC(=O)N(Cc2ccc(Cl)cc2)C1 (centres undefined)	4%	13%	-9%	-2%	1%	2%	16%	0	-5%	1%	-4%
25	COc1ccc(C(C)=O)cc1COC(=O)c1ccc2ccccc2n1	7%	8%	7%	0%	0%	1%	1%	14	-8%	2%	3%
26	COc1ccc(NC2CS(=O)(=O)CC2NCc2ccco2)cc1 (centres undefined)	8%	-1%	0%	17%	-1%	-3%	0%	-1	0%	0%	-1%
27	O=C(O)c1cc(Sc2ccc(Br)cc2)nc2ccccc12	1%	12%	22%	-11%	-1%	-2%	0%	0	-3%	-7%	?
28	CC(C)Cc1ccc(/C=C/C(=O)NC2CC2)cc1	16µM*	?	?	5.6µM*	16µM*	-1%	?	?	?	3.5µM*	4.8µM*
29	COc1ccc(CNC(=O)CNC(=O)c2cccs2)c(OC)c1	2%	?	16%	-17%	4%	-4%	2%	-2	0%	8%	0%
30	C=CCNCCCOc1ccc(Cl)cc1C(C)(C)C	2%	9%	-30%	-7%	-2%	-1%	-7%	-3	-5%	-2%	4%

Record cards (already shown).
O=C(NCCC1=CCCCC1)c1ccc([N+](=O)[O-])cc1 across the screens: VP16 counter: ?; ELG1 DNA repair: ?; RORgamma inh: ?; BRCA1 expr up: ?; ELG1 genotoxic: ?; Tb PFK inh: 0%; p53 reactivator: ?; TRPV1 ag: 89*; NPC1 prom act: 1.1µM*; Rab9 promoter act: 0.63µM*; FLuc counter: 5.4µM*
COc1cc(CSc2ncn[nH]2)c(OC)cc1CSc1ncn[nH]1 across the screens: VP16 counter: -2%; ELG1 DNA repair: -18%; RORgamma inh: 0%; BRCA1 expr up: -4%; ELG1 genotoxic: 0%; Tb PFK inh: 1%; p53 reactivator: 5%; TRPV1 ag: 0; NPC1 prom act: -3%; Rab9 promoter act: 3%; FLuc counter: 1%

From PubChem BioAssay
